Screening results (PubChem)
CHOP inhibitor = blocks CHOP induction under ER stress | CHO-K1 CHOP-promoter luciferase, tunicamycin-induced, 15-18 h | inhibition, % at 10 µM | hit rate 3.8% among 220,000 | AID 2732;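 active = compounds that reduced the stress-induced luciferase reporter signal by more than about 70% of percent inhibition, limit read from the data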;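 also: 0% = tunicamycin plus vehicle and 100% = wells without tunicamycin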
PPC-1+TRAIL kill = PPC-1 cancer cell killing with TRAIL present | hit rate 0.41% among 220,000 | cell killing (% activity), % at 4 µM | PPC-1 cells + TRAIL, ATPLite viability luminescence;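 active = cell killing above 50% in the first pass at 4 µM, then a duplicate retest at 5 µM averaging 50% or more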;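 also: plate controls were cells with TRAIL plus DMSO for no effect and medium-only wells lacking cells for full effect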
TNF necrop inh = inhibitors of TNF-alpha induced necroptosis in Jurkat FADD-/- cells; hit rate 0.068% among 220,000; AID 463075; activation (protection from cell death), % at 10 µM; Jurkat FADD-/- TNF necroptosis rescue, ATP luminescence, 24 h; 0 = TNF only, 100 = no-TNF cells;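 active = activation, meaning protection from cell death, of at least 50% relative to plate controls; inactive = activation below 50%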;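 also: necroptosis triggered by 40 ng/mL TNF-alpha added together with compound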
TRPN1 ag = zebrafish TRPN1 (NompC) channel agonism. HEK293 zebrafish TRPN1-YFP, Fluo-8 calcium fluorescence; 100% = response to 87 µM carbachol. activation, % at 3 µM. hit rate 0.18% among 220,000. AID 1424;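 active = activation above its plate's cutoff, the mean activation of test wells on that plate plus 3 SD, cut at about 19% in these data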;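 also: 0% = DMSO alone and 100% = 87 µM carbachol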
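Material: zebrafish TRPN1-YFP in HEK293 cells; Doses: single test compound dose, 3 µM nominal, 0.3% DMSO; Timing: dye loading 1 h at 37 °C, then 30 min room temperature; Technique: intracellular calcium fluorescence with Fluo-8; Benchmarks: high carbachol 87 µM, low DMSO alone.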
EBV gp42 inh = blocks Epstein-Barr virus glycoprotein 42 binding | Q1HVG2 | Fluorescence polarization binding assay, mP read-out | inhibition, % (tested at 21.74 µM) | hit rate 0.42% among 220,000; in the data active = inhibition above about 50%
Target sequence (Q1HVG2 whole entry, looked up): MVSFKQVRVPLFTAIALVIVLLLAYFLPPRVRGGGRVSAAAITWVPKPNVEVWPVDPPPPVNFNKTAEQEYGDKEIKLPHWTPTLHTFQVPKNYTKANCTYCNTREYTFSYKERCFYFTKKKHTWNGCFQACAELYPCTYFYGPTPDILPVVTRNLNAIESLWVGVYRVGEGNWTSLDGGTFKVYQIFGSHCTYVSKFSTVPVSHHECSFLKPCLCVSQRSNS
Runt-SMMHC FRET = Runt domain-CBFb-SMMHC interaction inhibition. Q01196+Q13951. Cerulean-Runt/Venus-CBFb-SMMHC FRET ratio 530/480, 1 h. inhibition, % at 20 µM. hit rate 0.74% among 220,000. AID 1434;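 active = mean inhibition across duplicate retests at 20 µM reaching about 50%, limit read from the data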;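 also: 0% = DMSO wells and 100% = wells with excess untagged CBFb-SMMHC; inhibitors lower the FRET ratio by blocking Runt binding to CBFb-SMMHC; some results filed as inactive read as strong as hits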
Target sequence (Q01196 whole entry, looked up, the tested form may be a part): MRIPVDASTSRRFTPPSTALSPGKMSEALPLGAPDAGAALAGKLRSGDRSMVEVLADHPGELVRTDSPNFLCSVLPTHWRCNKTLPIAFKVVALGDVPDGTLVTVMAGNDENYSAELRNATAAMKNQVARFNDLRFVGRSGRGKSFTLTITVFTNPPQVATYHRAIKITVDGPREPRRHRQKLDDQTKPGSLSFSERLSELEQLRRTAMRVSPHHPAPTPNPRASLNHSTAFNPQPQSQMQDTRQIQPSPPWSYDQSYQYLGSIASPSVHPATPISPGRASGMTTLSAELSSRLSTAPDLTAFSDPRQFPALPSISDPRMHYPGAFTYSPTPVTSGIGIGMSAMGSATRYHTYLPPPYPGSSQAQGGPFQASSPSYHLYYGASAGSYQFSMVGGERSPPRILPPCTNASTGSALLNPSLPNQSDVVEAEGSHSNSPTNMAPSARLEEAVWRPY
Target sequence (Q13951 whole entry, looked up, the tested form may be a part): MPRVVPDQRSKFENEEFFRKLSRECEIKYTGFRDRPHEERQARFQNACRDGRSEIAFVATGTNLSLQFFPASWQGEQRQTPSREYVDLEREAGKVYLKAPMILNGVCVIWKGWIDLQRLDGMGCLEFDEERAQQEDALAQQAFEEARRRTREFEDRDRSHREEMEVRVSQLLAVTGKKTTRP
TRPML3 ag = human mucolipin-3 channel agonism; Q8TDD5; activation, % at 3 µM; hit rate 0.29% among 220,000; HEK293 TRPML3-YFP, Fluo-8 calcium fluorescence; 100% = the carbachol control signal; AID 1448;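 active = activation above its plate's cutoff, the mean activation of the plate's test wells plus 3 SD, cut at about 12% in these data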;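 also: 0% = DMSO only wells and 100% = carbachol wells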
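Test system: TRPML3-YFP stable HEK293 cells. Doses: single point at 3 µM. Incubation: dye loading 1 h 37 °C then 30 min ambient, 125 s read. Signal: Fluo-8 calcium dye fluorescence, ex 470-495, em 515-575 nm. Measure: percent activation from peak-to-basal fluorescence ratio, scaled between DMSO and carbachol.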
NCF1 inh = p47phox (human) inhibition; P14598; p47phox/p22phox peptide binding, fluorescence polarization, 2 h; inhibition, % at 24.7 µM; hit rate 0.53% among 220,000; AID 1274;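 active = inhibition above about 30%, limit read from the data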;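 also: 0% = p47phox with labelled peptide and 100% = labelled peptide alone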
Mdm2 ligase inh = inhibitors of human Mdm2 E3 ubiquitin ligase | Q00987 | cell-based MDM2 ubiquitination luciferase reporter, 2 h; 0 = plate control, 100 = twice control, blank-subtracted | signal enhancement, % at 5 µM | hit rate 0.11% among 210,000 | AID 1230;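 active = signal enhancement of 30% or more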;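 also: luminescence tracks abundance of the self-degrading MDM2-luciferase fusion protein; higher signal means inhibition of MDM2 E3 ligase activity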
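Test system: mammalian cells stably expressing self-ubiquitinating, self-degrading MDM2 E3–luciferase fusion; Amount: 2000 cells in each well; Medium: DMEM; Schedule: 4 h settle plus 2 h compound, 37 °C; Technique: SteadyLite luciferase luminescence after 15 min room-temperature reagent incubation; Benchmarks: plate control and blank wells.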
Numbers without * were called inactive; / = not tested or not shown.

Start of the data: the first three records as a preview:
SMILES | CHOP inhibitor | PPC-1+TRAIL kill | TNF necrop inh | TRPN1 ag | EBV gp42 inh | Runt-SMMHC FRET | TRPML3 ag | NCF1 inh | Mdm2 ligase inh
Cc1c(C#N)c2ccccc2n1CC(=O)NCCc1c[nH]c2ccccc12 | 37.9 | 5.8 | -2.5 | 3.2 | 3.6 | -0.3 | 0.7 | -7.8 | -10.7
CC(OC(=O)c1ccccc1)C(=O)NCCC1=CCCCC1 (configuration not stated) | 35.1 | -3.1 | 0.6 | -2.3 | -9.7 | 0.9 | -1.2 | 2.2 | -9.2
CCOC(=O)N1CCN(C(=O)CN(c2ccc(C)c(C)c2)S(=O)(=O)c2ccccc2)CC1 | -9.5 | 3.4 | -0.7 | -0.9 | -12.2 | 2.6 | 0.1 | -6.3 | -2.5

Results, from the start:
SMILES | CHOP inhibitor | PPC-1+TRAIL kill | TNF necrop inh | TRPN1 ag | EBV gp42 inh | Runt-SMMHC FRET | TRPML3 ag | NCF1 inh | Mdm2 ligase inh
Cc1c(C#N)c2ccccc2n1CC(=O)NCCc1c[nH]c2ccccc12 | 37.9 | 5.8 | -2.5 | 3.2 | 3.6 | -0.3 | 0.7 | -7.8 | -10.7
CC(OC(=O)c1ccccc1)C(=O)NCCC1=CCCCC1 (configuration not stated) | 35.1 | -3.1 | 0.6 | -2.3 | -9.7 | 0.9 | -1.2 | 2.2 | -9.2
CCOC(=O)N1CCN(C(=O)CN(c2ccc(C)c(C)c2)S(=O)(=O)c2ccccc2)CC1 | -9.5 | 3.4 | -0.7 | -0.9 | -12.2 | 2.6 | 0.1 | -6.3 | -2.5
CCOc1ccc2[nH]c(=O)c(CN(Cc3cccs3)Cc3nnnn3C(C)(C)C)cc2c1 | 95.9* | 6.6 | -9.4 | -1.1 | -3.3 | 2.3 | -0.8 | -12.4 | -19.3
CCN1CCN(/C=N/c2nc3c(s2)CCCC3)CC1 | 63.5 | 21.4 | -4.1 | 1.6 | -23.8 | -1.4 | 0.8 | -6.5 | -74.1
Cc1ccc(NC(=O)CSc2nnc(-c3cccnc3)s2)cc1 | 7.6 | 9.7 | 3.1 | -1.1 | -18.8 | -6.7 | 0.1 | -17.3 | -8.9
O=C1CC(C2CCCO2)C(=O)N1c1cccc(Cl)c1 (configuration not stated) | 22.3 | 0.1 | 1.4 | 1.9 | -22.4 | -5.1 | 0.8 | 4.9 | -3.8
NNC(=O)c1cccc(S(=O)(=O)Nc2cc(Cl)ccc2Cl)c1 | -2.7 | 0.6 | 0.1 | 1.4 | 5.3 | 1.2 | 0.5 | 9.7 | -13.7
CCC(C)(C)NC(=O)C(c1cccn1C)N(Cc1ccc(C)cc1)C(=O)Cn1nnc2ccccc21 (configuration not stated) | 40.5 | 24.3 | 0.0 | 0.8 | -12.8 | -2.1 | 0.3 | -4.3 | 1.1
COc1cc(C2C(C(C)=O)=C(O)C(=O)N2CCN(C)C)ccc1O (configuration not stated) | 3.2 | 18.2 | -2.8 | 0.4 | -10.2 | -0.5 | 0.5 | -12.5 | -2.1
O=C(Nc1ccc(S(=O)(=O)N2CCOCC2)cc1)C1CCCCC1 | -3.2 | 1.4 | 1.2 | 2.1 | -5.1 | 1.4 | 0.4 | -11.3 | 0.5
CCOc1ccc(C(=O)NCCc2ccccc2)cc1 | 44.8 | 42.6 | 1.5 | 0.1 | -19.1 | -0.6 | 0.2 | -8.5 | -6.8
NS(=O)(=O)c1ccc(NC(=O)/C=C/c2ccc3c(c2)OCO3)cc1 | 20.5 | 25.4 | -0.4 | -0.5 | -6.2 | -6.1 | 1.3 | -25.2 | 2.8
COC(=O)c1ccc(NC(=O)C2C3C=CC(O3)C2C(=O)O)cc1 (configuration not stated) | 23.8 | 17.1 | 0.7 | -0.3 | -11.3 | 0.0 | -0.3 | -7.6 | 6.3
Cc1cccc(OCC(=O)Nc2ccccc2C(=O)N2CCOCC2)c1 | -11.5 | 10.1 | 0.6 | 1.1 | 7.9 | 2.2 | 1.5 | -9.0 | /
CN(C)CCCNC(=O)C(=O)NCC1CCCO1 (configuration not stated) | -0.2 | -5.0 | -0.5 | 2.1 | -1.0 | -5.8 | 0.7 | -4.8 | -13.4
CCNc1c2c(nc3ccccc13)CC(C)(C)CC2=O | 11.5 | 21.7 | -1.1 | -0.4 | 6.2 | 3.5 | 0.4 | -9.6 | -20.5
CCOc1ccc(S(=O)(=O)Nc2nc3ccccc3nc2-n2ccc(=NC(=O)c3ccccc3C)cc2)cc1 | 10.1 | 1.2 | 1.1 | 37.3* | 23.4 | -216.4 | 13.5* | -77.3 | -2.0
CC(=O)NC1(c2cccc(F)c2)CCN(C(=O)Nc2ccc(C#N)cc2)CC1 | 16.7 | 25.0 | 2.0 | -1.2 | -11.7 | -0.6 | 0.2 | -10.6 | -14.2
CCOc1ccc(-n2nc(C(=O)NCCOC)c3ccccc3c2=O)cc1 | 12.9 | 29.0 | -0.4 | 0.5 | -10.6 | 1.4 | 0.4 | -5.3 | -2.0
Cc1noc(C)c1C(=O)Nc1c(F)cc(F)cc1Br | -6.3 | -7.2 | -1.4 | -0.8 | -4.0 | -3.2 | -0.2 | 6.0 | -10.1
CC1CCCC(NC(=O)COC(=O)CCC2CCCC2)C1C (configuration not stated) | 36.3 | -9.3 | 2.5 | -2.0 | -27.8 | 2.0 | -0.1 | 18.8 | -28.1
Cc1cccc(-c2nc3ccccc3c(=O)n2NC(=S)N(C)C)c1 | 12.5 | 4.9 | 1.1 | 1.4 | -11.4 | 22.0 | -0.1 | 5.3 | -10.0
O=C(OCc1nnc(-c2ccccc2)o1)c1ccc2ccccc2n1 | -19.8 | 15.3 | -0.1 | -0.1 | -13.9 | 3.2 | 0.1 | -4.7 | -18.4
COc1cc(NC2c3ccccc3C(=O)N2Cc2ccccc2)cc(OC)c1OC (configuration not stated) | -26.0 | 12.4 | -1.0 | 0.0 | 11.7 | 2.4 | -0.4 | -2.5 | -10.7
O=C(CN1C(=O)CC(c2ccco2)Sc2ccccc21)Nc1ccc2c(c1)OCCO2 (configuration not stated) | 43.1 | 2.1 | -0.1 | -0.1 | -19.1 | -0.9 | 0.5 | -19.3 | -13.2
CC(C)C(C)NC(=O)CN1C(=O)NC2(CCCc3ccccc32)C1=O (configuration not stated) | 2.6 | 4.8 | 1.5 | 1.3 | -6.6 | 0.8 | 0.6 | 1.4 | -15.7
Cc1ccc(S(=O)(=O)/N=C(/Nc2nc(C)cc(C)n2)N2CCOCC2)cc1 | / | 16.3 | -1.7 | -1.3 | / | 4.8 | 0.2 | / | /
COc1ccc(C(=O)NC2CCN(C(=S)Nc3ccccc3)CC2)cc1 | -4.9 | -12.6 | 0.7 | -1.1 | 1.8 | 0.7 | -0.1 | 3.3 | 8.8
CCCSc1nc(SCC(=O)NCc2ccccc2)c2c3c(sc2n1)COC(C)(CC)C3 (configuration not stated) | 4.2 | 9.4 | 3.7 | 0.0 | 7.7 | 3.4 | 0.2 | -4.0 | -3.0
CCOC(=O)C1=NNC2(CC(=O)N(c3cc(C)cc(C)c3)C2=O)C1 (configuration not stated) | 18.5 | -4.6 | 3.0 | 0.3 | -9.4 | 1.3 | 0.5 | -4.8 | -8.6
Cc1cccc(NC(=S)NCCN2CCOCC2)c1C | 17.8 | 11.0 | -0.9 | -0.3 | -14.9 | -1.7 | 0.7 | 0.1 | 12.0
CN1CCN(C(c2cccc(C(F)(F)F)c2)c2nnnn2C(C)(C)C)CC1 (configuration not stated) | -2.7 | 9.4 | 0.4 | 1.0 | 3.6 | 1.8 | 0.1 | -15.0 | -26.9
Nc1cc(C(=O)OCC(=O)NCc2ccc(F)cc2)ccc1Cl | -3.4 | 26.3 | 0.7 | -0.9 | 2.4 | 1.7 | 0.0 | -2.9 | 7.0
COCCNc1nc2c(c(=O)n(Cc3ccc(OC)cc3)c(=O)n2C)n1C | / | 9.7 | -1.8 | -0.7 | / | -6.5 | 0.8 | / | -7.8
CCc1cccc(C)c1NC(=O)c1cc(C)oc1C | 43.9 | -11.0 | -1.7 | -1.5 | -13.2 | -5.4 | -0.7 | -9.5 | -11.6
N=c1c2c3c(sc2nc2n1CCCCC2)CCCCC3 | 19.0 | 12.4 | -1.0 | 0.1 | -4.1 | -0.8 | 1.0 | -9.6 | -10.7
COC(=O)c1c(NC(=O)COC(=O)CNC(=O)c2ccco2)sc(C)c1C | -10.9 | 8.0 | 0.4 | -0.6 | -25.2 | -7.0 | 0.1 | -4.5 | 0.2
CCCOc1ccc(C(=O)NCC(C)(C)N2CCOCC2)cc1 | 6.1 | 0.4 | 1.7 | 0.1 | -4.7 | 1.4 | 0.7 | 0.1 | -7.3
COc1ccc(-n2c(SCC(=O)NCC3CCCO3)nc3n[nH]c(C)c3c2=N)cc1 (configuration not stated) | 39.7 | 11.3 | -3.8 | -2.0 | -7.7 | 0.0 | -0.1 | -1.7 | -9.5
CCOC(=O)C(C)(C)N(Cc1ccc(Cl)cc1)S(=O)(=O)c1ccc(Cl)c([N+](=O)[O-])c1 | -81.3 | 14.2 | -13.0 | 0.1 | 5.4 | 3.1 | 0.3 | -3.7 | 0.5
Cc1ccc(-c2n[nH]c(=S)n2/N=C/c2ccncc2)cc1 | 57.1 | 5.2 | 3.7 | -1.7 | -2.8 | 16.3 | 0.0 | -1.9 | -1.8
Cc1ccc(C2=NNC(=Nc3ccc(F)cc3)SC2)cc1 | 58.5 | 12.3 | -1.2 | -1.3 | -19.1 | 26.0 | -0.2 | -13.4 | -7.0
COc1ccc(NC(=O)CN2C(=O)C(C)SC(C)C2=O)c(OC)c1 (configuration not stated) | 0.6 | 1.8 | 2.6 | 0.8 | -10.5 | -3.1 | -0.3 | -1.9 | -8.1
CCCC12CN3CC(CCC)(CN(C1)C3c1ccco1)C2=O (configuration not stated) | 9.0 | 4.3 | 1.6 | -1.6 | 0.3 | -6.3 | -0.5 | 4.2 | -11.5
N#Cc1c(NC(=O)CSc2nnc(-c3ccccc3)o2)sc2c1CCCC2 | 39.3 | -0.3 | -0.8 | -1.2 | -11.9 | 2.0 | 0.0 | -15.7 | -8.9
CC(c1ccccn1)N(CCN(C)C)C(=S)Nc1ccccc1F (configuration not stated) | 6.7 | 20.3 | 2.4 | 0.0 | -14.4 | -0.9 | 0.9 | -7.0 | -7.5
CCCc1cc(C(=O)Nc2nccs2)cs1 | 3.8 | 38.4 | 38.3 | -0.1 | -11.6 | 2.7 | 1.2 | 3.5 | -32.0
C=CCn1c(SCC(N)=O)nnc1-c1cc(Br)ccc1O | -7.2 | -15.1 | -1.6 | 1.9 | -9.8 | -0.9 | -0.2 | 4.4 | 3.0
CCOc1ccc(CN2C(=O)CCC2(C)C(=O)NCc2cccnc2)cc1 (configuration not stated) | -24.1 | 5.0 | 0.8 | 0.1 | -20.6 | 1.3 | 0.3 | 3.1 | -2.2

The order is random; 5.9% or so of the library scored in one or more.
